# DAGLB inhibitor: diacylglycerol lipase beta (human) inhibition; Q8NCG7; HEK293T DAGLB membrane lysate, EnzChek fluorogenic substrate; inhibition, % at 5.17 µM; hit rate 0.059% among 340,000; AID 504411; in the data active means inhibition above about 34%;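 further: 0% = enzyme with vehicle and 100% = wells lacking enzyme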
# RTF Ca sens inh: cardiac RTF calcium desensitization; P19429+P45379; IANBD-labeled cardiac RTF, Ca2+ fluorescence; inhibition, % at 7.15 µM; hit rate 0.12% among 340,000; AID 493244;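 active means inhibition above the mean inhibition of all tested compounds plus 3 SD, cut at about 17% in these data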;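 further: assay run at fixed EC70 calcium of 1.6 mM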
# V-ATPase pH: alters yeast V-ATPase proton transport; S. cerevisiae, pHLuorin cytosolic pH fluorescence; hit rate 0.37% among 350,000; response, % at 10 µM; in the data active means response mostly above about 7.3%, no sharp cut-off; inactive means mostly below about 5.4%; further: actives read high; inactives centre near 0; some compounds called inactive have numbers as strong as hits; reference of the scale not given here
# CAL PDZ FP-1: blocks peptide binding to the human CAL PDZ domain; Q9HD26; purified CAL PDZ, TMR-peptide fluorescence polarization, 1 h; inhibition, % at 24.9 µM; hit rate 0.92% among 300,000; AID 602252;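 active means mean inhibition of at least 30% with at least half of replicates also reaching 30%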;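 further: 0% = DMSO neutral control and 100% = excess unlabeled competitor peptide PRC23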
# Keap1 Nrf2 FP: Keap1-Nrf2 (human) interaction inhibition | Q14145 | Keap1 Kelch-Nrf2 peptide fluorescence polarization, 1536-well | inhibition, % at 9.4 µM | hit rate 0.15% among 340,000; in the data active means inhibition above about 12%;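 further: human Keap1 Kelch domain with fluorescein labeled Nrf2 9mer peptide probe; 0% = neutral control wells and 100% = peptide positive control; higher means more block of Keap1 binding to Nrf2 peptide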
# Arrestin-AP2 inh: blocks beta-arrestin peptide binding to AP2 adaptin. FITC-arrestin peptide / GST-AP2 beads, flow cytometry; AP2 beta2 appendage carries R879A mutation. inhibition, % at 10 µM. hit rate 0.31% among 340,000. AID 504490;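 active means inhibition above a set limit, near 3 SD of compounds lacking own fluorescence, cut at about 54% in these data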;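 further: plate controls were DMSO wells for no effect and 5 µM unlabelled arrestin peptide for full effect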
#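 System: GST-tagged AP2 beta2-adaptin appendage (R879A) on 4 µm glutathione beads / Reagent: FITC-arrestin peptide, 50 nM / Detection: HyperCyt-sampled flow cytometry, FL1 channel, ex 488/em 535 nm / Timing: 12 min plus 1 h, RT / Buffer or medium: PBS plus Tween 20 (0.05%) and BSA (0.1%)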
# DSG3 Ab inh: human desmoglein-3 autoantibody binding inhibition. AID 588358. DSG3-coupled beads, scFv-anti-DSG3-GFP binding, flow cytometry; hits give low values. P32926. hit rate 0.48% among 310,000. binding (percent of control), % at 10 µM;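 active means binding more than 3 SD below its plate's average and above zero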;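 further: hits lower antibody fragment binding to DSG3; some compounds called inactive have numbers as strong as hits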
# LANA DNA inh: KSHV C-LANA DNA binding inhibition | MBP-C-LANA/FAM-LBS DNA binding, fluorescence polarization | inhibition, % at 9 µM | hit rate 0.078% among 340,000 | AID 504423;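 active means highest replicate inhibition at or above 60% at 9 µM, even if other replicates fall short; inactive means all replicates below 60% inhibition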;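 further: 0% = neutral control wells and 100% = 4 µM acridine orange control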
# NSD2 HMT inh: NSD2 (human) methyltransferase inhibition; AID 743445; hit rate 0.54% among 310,000; inhibition, % at 12.5 µM; O96028; NSD2 peptide methylation, AlphaScreen, 120 min; in the data active means inhibition above about 50%
# Target sequence (O96028 whole entry, looked up): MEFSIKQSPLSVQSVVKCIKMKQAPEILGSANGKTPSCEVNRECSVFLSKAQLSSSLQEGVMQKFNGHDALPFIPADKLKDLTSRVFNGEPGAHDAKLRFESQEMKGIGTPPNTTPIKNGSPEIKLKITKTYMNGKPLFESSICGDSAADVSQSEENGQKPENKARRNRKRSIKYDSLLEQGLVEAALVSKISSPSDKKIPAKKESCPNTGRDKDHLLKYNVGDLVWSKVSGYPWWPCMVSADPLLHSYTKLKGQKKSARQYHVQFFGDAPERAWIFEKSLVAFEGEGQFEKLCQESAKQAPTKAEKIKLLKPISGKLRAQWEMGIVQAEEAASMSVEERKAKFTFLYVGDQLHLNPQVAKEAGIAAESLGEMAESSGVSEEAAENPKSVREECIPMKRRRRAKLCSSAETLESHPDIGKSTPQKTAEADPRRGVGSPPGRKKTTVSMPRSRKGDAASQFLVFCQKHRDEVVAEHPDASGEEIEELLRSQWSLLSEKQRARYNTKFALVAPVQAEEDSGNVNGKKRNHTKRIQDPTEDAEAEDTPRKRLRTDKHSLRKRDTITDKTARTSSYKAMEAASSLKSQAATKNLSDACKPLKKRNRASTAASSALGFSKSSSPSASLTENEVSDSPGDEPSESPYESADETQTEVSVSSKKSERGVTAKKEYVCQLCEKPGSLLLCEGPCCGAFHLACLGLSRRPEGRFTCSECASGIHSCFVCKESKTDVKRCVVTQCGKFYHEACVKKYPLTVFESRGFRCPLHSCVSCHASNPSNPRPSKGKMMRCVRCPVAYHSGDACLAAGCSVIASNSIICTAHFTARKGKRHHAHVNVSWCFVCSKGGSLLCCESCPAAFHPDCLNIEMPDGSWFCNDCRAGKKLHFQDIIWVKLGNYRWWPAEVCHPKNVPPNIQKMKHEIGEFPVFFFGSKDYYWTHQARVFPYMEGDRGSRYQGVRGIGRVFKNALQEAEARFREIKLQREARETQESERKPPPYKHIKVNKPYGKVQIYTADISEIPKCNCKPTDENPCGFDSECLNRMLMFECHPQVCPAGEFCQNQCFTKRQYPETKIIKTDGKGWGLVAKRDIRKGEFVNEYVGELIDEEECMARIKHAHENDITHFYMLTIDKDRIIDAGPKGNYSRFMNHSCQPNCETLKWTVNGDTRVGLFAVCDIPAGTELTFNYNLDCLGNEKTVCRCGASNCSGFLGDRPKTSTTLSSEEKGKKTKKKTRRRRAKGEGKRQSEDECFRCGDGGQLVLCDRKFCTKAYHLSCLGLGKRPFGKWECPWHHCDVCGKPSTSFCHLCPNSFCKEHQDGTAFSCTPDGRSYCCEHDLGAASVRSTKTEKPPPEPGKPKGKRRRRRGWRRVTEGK
# CAL PDZ FP-2: human CAL PDZ-peptide interaction inhibition | Q9HD26 | purified CAL PDZ, TMR-peptide fluorescence polarization, 1 h | inhibition, % at 20 µM | hit rate 0.02% among 330,000 | AID 504414;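 active means highest replicate inhibition of at least 40%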;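 further: plate controls were DMSO neutral control wells for no effect and unlabeled competitor peptide control wells for full effect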
#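 material = purified tagged CAL PDZ domain construct (CerCALP) | compound dosing = 20 µM, one dose | times = 1 h at RT | measured by = fluorescence polarization from S- and P-plane intensities, G-factor corrected | read-out = inhibition from polarization loss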
# * marks the source's active call; other numbers are inactive results; x = not tested or not shown. Not all compounds are listed; count on the stated rates, not on these rows.
SMILES,DAGLB inhibitor,RTF Ca sens inh,V-ATPase pH,CAL PDZ FP-1,Keap1 Nrf2 FP,Arrestin-AP2 inh,DSG3 Ab inh,LANA DNA inh,NSD2 HMT inh,CAL PDZ FP-2
CCOc1ccc(Cn2c(=O)sc3ccccc32)cc1,-4,-2,-1,-1,2,4,104,1.4,-36,1.5
Cc1ccc(CS(=O)(=O)c2cn(CC(=O)N3CCOCC3)c3ccccc23)cc1,-4,1,3,-2,-5,-20,113,-1.1,-1,-2.0
Cc1noc(C)c1CSCC(=O)N(C)CC(=O)Nc1ccccc1Cl,-2,-2,-1,2,4,16,x,0.1,0,-0.8
CC(CCc1ccco1)N(C)S(=O)(=O)c1csc(C(N)=O)c1 (centres undefined),5,-3,3,0,-3,1,x,0.4,-2,-3.0
CCC(=O)NC(=S)Nc1c(C)cc(Br)cc1C,-3,-9,3,-4,-4,1,104,1.1,-2,0.1
CC(C)Cc1nnc(NC(=O)c2cccc(S(=O)(=O)N3CCN(C)CC3)c2)s1,2,-6,-6,1,-3,-7,99,-0.1,2,3.4
CCOC(=O)c1[nH]n(-c2ccc(Cl)cc2)c(=O)c1C,-1,1,1,1,0,1,106,2.0,4,-0.5
Cc1cc(C)n2nc(SCC(=O)N(CCC#N)c3ccc(F)cc3)nc2n1,-2,3,-1,-3,-1,-5,100,1.5,-1,-0.5
O=C(CSc1nc2ccc(NC(=O)C3CCCCC3)cc2s1)NCC1CCCO1 (centres undefined),1,-11,0,-1,-1,15,104,-0.3,0,-0.2
CCc1nnc(NC(=O)CSc2ccc(-c3ccccc3OC)nn2)s1,0,-9,-2,-4,1,-6,114,-1.8,-1,-0.2
C#CCOc1nc2c(c(=O)n(C)c(=O)n2C)n1Cc1ccccc1,0,-7,1,-4,-2,34,x,-0.6,-1,-2.8
COc1ccc(OC)c(NC(=O)CN2C(=O)COc3ccc(S(=O)(=O)N4CCCC4)cc32)c1,3,-6,3,-3,4,0,x,0.1,-1,-0.2
O=C(c1cc(C2CC2)on1)N1CCCC(N2CCN(c3cccc(C(F)(F)F)c3)CC2)C1 (centres undefined),-5,-5,1,-4,-2,3,109,-1.3,3,-0.9
O=C(NC(=S)Nc1cccnc1)c1cccc(Cl)c1,-5,x,1,x,x,x,100,x,-7,x
CN(CCOc1ccccc1)c1ccc(S(=O)(=O)N2CCCCC2)cn1,-3,1,-6,-3,-6,-6,101,1.5,-1,0.4
COC(=O)c1cc(-c2ccc(Cl)cc2)n(-c2ccc(S(N)(=O)=O)cc2)n1,-3,4,3,1,2,10,97,2.1,-2,-1.2
O=C(NCCc1ccccc1)/C(=C\c1cccc([N+](=O)[O-])c1)NC(=O)c1ccco1,1,2,4,1,-5,-2,102,-1.0,1,-0.5
COC(=O)C(NC(C)=O)(Nc1ccc(Br)cn1)C(F)(F)F (centres undefined),-1,0,1,-2,2,0,105,0.6,-1,-2.5
CN(C)c1ccc(-c2n[nH]c(=S)n2-c2ccccc2)cc1,2,-3,5,-4,0,-21,105,1.1,0,-4.6
O=S(Cc1ccc(Br)cc1)Cc1nnc(SCc2ccc(Cl)cc2)n1-c1ccccc1 (centres undefined),4,-5,1,-8,-2,8,103,-0.5,x,x
c1ccc2c(N3CCCCC3)nc(N3CCOCC3)nc2c1,-4,0,0,-2,1,8,95,-2.8,-12,-1.0
O=C(CCC1CCCN(C(=O)c2cccnc2)C1)NCc1ccccc1F (centres undefined),-2,-11,-4,0,0,47,113,0.4,2,-1.6
CNC(=O)Nc1ccc(Cn2cc(C(F)(F)F)ccc2=O)cc1,-4,3,2,8,-5,-10,97,0.6,1,x
COc1ccc2cc(C(=O)Nc3ccc(S(N)(=O)=O)cc3)sc(=O)c2c1OC,0,-13,0,7,2,9,102,1.2,0,-3.9

# Some values from above:
# O=C(NC(=S)Nc1cccnc1)c1cccc(Cl)c1 – NSD2 HMT inh: -7
# COC(=O)c1cc(-c2ccc(Cl)cc2)n(-c2ccc(S(N)(=O)=O)cc2)n1 – DSG3 Ab inh: 97
# O=C(c1cc(C2CC2)on1)N1CCCC(N2CCN(c3cccc(C(F)(F)F)c3)CC2)C1 (centres undefined) – LANA DNA inh: -1.3
# c1ccc2c(N3CCCCC3)nc(N3CCOCC3)nc2c1 – DAGLB inhibitor: -4

# Later entries:
SMILES,DAGLB inhibitor,RTF Ca sens inh,V-ATPase pH,CAL PDZ FP-1,Keap1 Nrf2 FP,Arrestin-AP2 inh,DSG3 Ab inh,LANA DNA inh,NSD2 HMT inh,CAL PDZ FP-2
O=C(CN(C(=O)CNC(=O)c1ccco1)c1ccc(F)cc1)NC1CCCC1,1,-2,-1,-3,-7,0,94,-0.1,3,-5.7
O=C1CN(C(=O)COC(=O)c2ccc(Br)o2)c2ccccc2N1,2,-11,0,-1,2,-3,x,2.1,1,0.3
Cc1cccc(N2CN(Cc3ccco3)CNC2=S)c1,-1,-17,2,2,-4,-9,98,2.7,-1,-2.8
Cn1c(-c2ccccc2)cnc1NCc1cc2c(cc1[N+](=O)[O-])OCO2,2,-8,8,-3,-2,0,110,-1.1,8,0.2
Cc1cc(C)nc(SCc2nnc(SCC(N)=O)o2)n1,-3,-5,-2,x,-2,16,98,0.6,-5,-2.5
Cc1ccc(OC(=S)Nc2ccc(O)cc2)cc1,3,-10,2,-4,3,-6,98,-2.0,39,-0.4
O=C(Cc1ccccc1)N/N=C/c1ccccn1,-1,-10,0,0,-4,4,120,-0.1,-3,-1.1
Cn1cc(/C=C2\SC(=S)N(N3CCOCC3)C2=O)c2ccccc21,-6,-9,-7,x,1,12,110,-4.0,-3,-0.1
Cc1ccc(N2CC(C)Cn3c2nc2c3c(=O)n(CC(=O)OCc3ccccc3)c(=O)n2C)cc1C (centres undefined),-5,-5,-6,x,-4,5,101,0.4,1,-0.1
COC(=O)CSc1nc(SCc2ccccc2Cl)nc2c1CCCC2,-12,0,4,-2,-3,-6,108,-0.3,0,-1.3
N#Cc1c(N)c(C(=O)c2ccc(Cl)cc2)n2c1CCC2,-1,2,-3,-1,-7,-3,103,1.0,-5,-0.1
CCN(C(=S)NC(=O)CCc1ccccc1)c1ccccc1,1,9,-1,-3,-8,-25,97,-0.4,-1,-2.2
O=C(Cc1ccc(F)cc1)N1CCC2(CC1)NCCc1[nH]cnc12,0,-7,-2,-1,2,56*,108,1.3,-5,-1.5
O=C(NCCc1ccccc1)c1nc2ncccn2n1,-1,-1,-3,x,-2,25,101,0.8,x,-0.3
O=C1CCCN1CCC12CC3CC(CC(C3)C1)C2,0,1,-1,x,-1,8,108,0.1,x,-1.3
CCCC(C(=O)NCC1CCCO1)N(Cc1ccccc1)C(=O)CNS(=O)(=O)c1ccccc1 (centres undefined),-1,9,-1,-2,-7,1,x,-1.4,-1,-2.2
CCn1c(CNc2ccc(Cl)cc2)nnc1SCC(=O)NCc1ccccc1,3,-13,-3,1,-1,-4,x,-2.9,-2,-0.5
CC(C)Cn1c(N)c(C(=O)COC(=O)C2Cc3ccccc3CN2S(C)(=O)=O)c(=O)n(C)c1=O (centres undefined),-1,2,-2,x,0,-15,104,1.0,2,-1.5
CC(Cc1cccs1)NC(=O)c1cccc(Cl)c1 (centres undefined),-4,-3,8,-2,4,3,101,-2.1,-4,-3.2
CCC(C)Sc1ccc([C@@H]2[C@@H]3C(=O)N(C)C(=O)[C@@H]3[C@]3(C(=O)OC)CCCCN23)cc1OC (some centres undefined),-5,-20,-8,-2,-8,13,117,-0.8,x,-1.3
CC(=O)Nc1ccc(NC(=O)C(C)Sc2n[nH]c(=O)n2Cc2ccccc2)cc1 (centres undefined),0,2,2,x,-2,-11,x,-1.2,0,-1.6
O=C(Nc1ccccc1)c1ccc(Br)c(S(=O)(=O)Nc2ccccn2)c1,-4,-4,6,x,7,-9,114,1.4,-1,-1.1
CCN(CC)S(=O)(=O)c1ccc(-c2nnc(SCC(=O)Nc3ccc4c(c3)OCO4)o2)cc1,-2,2,0,3,0,25,95,0.5,-2,-1.1
COc1ccc2nc3cccc(OC)c3nc2c1,-1,0,-1,-4,-4,-7,98,-0.5,101*,-3.0
CCOC(=O)NCC(C)(C)CNC(=O)OCC,1,-1,1,-2,-5,1,94,0.3,-1,0.5
Cc1cc2c(cc1S(=O)(=O)Nc1c(C)cccc1C)n(C)c(=O)c(=O)n2C,-4,-6,2,0,-6,-6,103,-0.6,x,-0.5
COc1ccc(C(c2nnnn2Cc2cccs2)N2CCN(c3ccccc3F)CC2)cc1OC (centres undefined),4,1,1,-4,-6,17,94,-2.2,4,0.0
COc1ccc(NC(=O)N2CCCC(c3nc(-c4ccc(F)cc4)no3)C2)cc1 (centres undefined),-3,1,0,-8,-6,-2,101,-0.5,2,0.3
CS(=O)(=O)c1cccc(C(=O)OCC(=O)Nc2ccc3c(c2)OCO3)c1,-3,-5,5,x,-2,26,x,-1.3,x,-0.2

# Grouped by structure: the compounds so far with a nitro group on carbon (2)
SMILES,DAGLB inhibitor,RTF Ca sens inh,V-ATPase pH,CAL PDZ FP-1,Keap1 Nrf2 FP,Arrestin-AP2 inh,DSG3 Ab inh,LANA DNA inh,NSD2 HMT inh,CAL PDZ FP-2
O=C(NCCc1ccccc1)/C(=C\c1cccc([N+](=O)[O-])c1)NC(=O)c1ccco1,1,2,4,1,-5,-2,102,-1.0,1,-0.5
Cn1c(-c2ccccc2)cnc1NCc1cc2c(cc1[N+](=O)[O-])OCO2,2,-8,8,-3,-2,0,110,-1.1,8,0.2

# Bioassay records from PubChem BioAssay.
